Dynein cargo inh: dynein cargo transport inhibition. 3617.4 mouse cells, GR-EGFP nuclear translocation imaging; test concentration mostly 20 µM; stimulated with dexamethasone, 1 µM; stronger effect = lower value. z-score, hits read low. 220,000 compounds, 0.47% hits. AID 1381;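 active = plate z-score of nuclear minus cytoplasmic receptor signal below a set negative limit, without overly bright fluorescence or cell loss, cut at about -3.5 in these data, passing the limit was not always enough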;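 note: z-score of nuclear minus cytoplasmic ring GR-EGFP intensity difference per well; some compounds called inactive have numbers as strong as hits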
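Buffer or medium: tet-free medium with charcoal-stripped serum / Also added: dexamethasone agonist, 1.0 µM final, for 30 min / Timing: induction 48 h, compound 1 h, agonist 30 min / Measured by: high-content fluorescence imaging after fixation / Read-out: nuclear-to-cytoplasmic GR-EGFP distribution per well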
Insulin prom up: MIN6 insulin promoter up-regulation; MIN6 insulin promoter-GFP reporter, high-content imaging; stronger effect = higher value; z-score at 5 µM; 190,000 compounds, 0.3% hits; AID 1625;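 active = z-score above 3 at 5 µM with at least 500 cells counted in the well; inconclusive = wells under 500 cells, flagged as cytotoxic or low count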
MT stabilizer: stabilizes microtubules in HeLa cells | AID 2205 | HeLa tubulin immunostaining HCS, 24 h; share of cells brighter than vehicle mean+2SD | % tubulin-high responders, % at 10 µM | 200,000 compounds, 0.83% hits;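 active = plate Z-score above 3 for both tubulin-high and condensed-nucleus cell shares, with cell loss under 80%, at 10 µM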;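 note: anti alpha tubulin signal scored within the nucleus-defined area of each cell; some results filed as inactive read as strong as hits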
human PMI inhibitors: human PMI inhibitors, high substrate, primary screen, biochemical, fluorescence intensity, high mannose 6-phosphate (AID 1220). recombinant PMI enzyme, coupled fluorescence intensity; higher % means a stronger effect. 190,000 compounds, 0.66% hits. inhibition, % at 20 µM; hits with a dose series show IC50 in µM
PMI inhibitors: MPI enzyme activity inhibition – biochemical, fluorescence intensity, coupled assay, primary screen (AID 1209). purified PMI enzyme, coupled fluorescence intensity; higher % means a stronger effect. inhibition, % at 20 µM, or IC50 in µM where a hit was titrated. 190,000 compounds, 0.42% hits;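 note: plate controls were DMSO vehicle for no effect and wells lacking substrate for full effect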
WT yeast gro inh: growth inhibition of WT yeast, mitochondrial fusion screen; mitochondrial fusion phenotypic screen, WT strain; inhibition, % at 10 µM; 190,000 compounds, 2.1% hits; in the data active = inhibition above about 58%; tested in S. cerevisiae
Autophagy HCS: alters autophagy in cells | MEF GFP-LC3 puncta imaging; test concentration mostly 10 µM | calls only at 10 µM (by protocol) | 190,000 compounds, 0.98% hits | AID 463193;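 active = percentage of spot-positive cells more than 3 SD above its plate mean, without a fluorescence outlier flag or 80% toxicity; inconclusive = no clear call, values can overlap the other calls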;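 note: spot-positive cell cutoff set from DMSO-treated cells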
Yfh1-off respiration: mitochondrial function rescue without frataxin homolog – Friedreich's ataxia, plus single-dose screen, dose response (AID 1465); S. cerevisiae Yfh1-off respiration, WST-1 reduction, 72 h; higher fold induction means a stronger effect; fold induction at 50 µM, or EC50 in µM where a hit was titrated; 220,000 compounds, 0.074% hits;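 active = fold induction of absorbance versus untreated yeast above a set limit, then at least 30% activation at any dose in follow-up; inconclusive = repeats straddling the limit, or above it without dose testing; inactive = fold induction below the set limit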;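 note: activators that raise dye reduction in frataxin-depleted yeast; strong numbers were not always called active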
b-catenin transl: beta-catenin nuclear translocation modulation | nuclear translocation activity, % at 5 µM | AID 1665 | HeLa beta-catenin nuclear translocation, immunofluorescence imaging | 190,000 compounds, 0.3% hits;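 active = nuclear translocation activity above 50% at 5 µM, with a well cell count of 50 or more; inconclusive = wells under 50 cells across six images, flagged as toxic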;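 note: per-cell ratio of nuclear to cytoplasmic median beta-catenin stain intensity; plate controls were DMSO negative control for no effect and GSK-3 inhibitor IX positive control for full effect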
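Signal – beta-catenin immunofluorescence imaging with DAPI · Test system – human HeLa cell line · Dosing – 5 µM primary single dose, 0.1% DMSO, 0.02–20 µM confirmation series · Measure – % activation, nuclear-to-cytoplasmic median beta-catenin signal ratio per cell · Incubation – 24 h compound exposure at 37°C, 5% CO2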
WT yeast gro inh mutant strain: second read-out of WT yeast gro inh, no call of its own (marks repeat the call); inhibition, %; mitochondrial fusion phenotypic screen, mutant strain inhibition
Dynein cargo inh cytoplasmic EGFP: recorded beside Dynein cargo inh, whose call it bears; z-score; measured here: cytoplasmic GR-EGFP intensity; stronger effect = higher value
Dynein cargo inh nuclear GR-EGFP: also measured in Dynein cargo inh; calls as there; z-score; measured here: nuclear GR-EGFP intensity;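 lower value marks the stronger effect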
Dynein cargo inh cell count: further read-out of Dynein cargo inh, marked with its call; z-score; measured here: cell count per field
Insulin prom up cell count: further read-out of Insulin prom up, marked with its call; cell count; measured here: cytotoxicity, nuclei count;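 total cells summed across four imaged fields per well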
b-catenin transl cell count 5 µM: also measured in b-catenin transl; calls as there; cell count; measured here: cell count, cytotoxicity flag
MT stabilizer Hoechst-high %: recorded beside MT stabilizer, whose call it bears; % Hoechst-high responders; measured here: nuclear condensation Hoechst responders;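 share of cells brighter than vehicle mean plus two SD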
MT stabilizer cytotoxicity %: further read-out of MT stabilizer, marked with its call; toxicity, %; measured here: cytotoxicity by cell density;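 0% = mean cell density of plate MIN control wells and 100% = no cells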
Autophagy HCS cell loss 18 h: second read-out of Autophagy HCS, no call of its own (marks repeat the call); toxicity, %; measured here: cell loss, nuclei count;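 cell loss after 18 h compound exposure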
* hit, by the source's call; i = inactive; u = inconclusive; x = not tested or not shown; + = active, no number. Cut-off read from the data, not from the text of the source, unless noted: active = inhibition above about 50%; inactive = the rest.

| SMILES | Dynein cargo inh nuclear GR-EGFP | WT yeast gro inh | WT yeast gro inh mutant strain | Insulin prom up cell count | b-catenin transl | MT stabilizer | MT stabilizer Hoechst-high % | Insulin prom up | Autophagy HCS cell loss 18 h | Dynein cargo inh cytoplasmic EGFP | MT stabilizer cytotoxicity % | Yfh1-off respiration | Dynein cargo inh cell count | b-catenin transl cell count 5 µM | Autophagy HCS | human PMI inhibitors | Dynein cargo inh | PMI inhibitors |
| --- | --- | --- | --- | --- | --- | --- | --- | --- | --- | --- | --- | --- | --- | --- | --- | --- | --- | --- |
| COc1ccccc1N1CCN(C(=O)c2cnn3cccnc23)CC1 | -0.43 | -6 | 2 | 1284 | -0.1 | 2.4 | 3.5 | 0.19 | 8 | -0.3 | 26 | i | 1.1 | 990 | i | 4% | -1.2 | 8% |
| CCCCCCSc1nsc(NC(=O)CC(C)C)n1 | 1.1 | 23 | -4 | 1354 | x | 5.6 | 4.5 | -0.19 | -6 | -0.0068 | 6.6 | i | -1.8 | x | i | 6% | 1.6 | -3% |
| COc1ccc(-c2cc(C(F)(F)F)nc(SCC(=O)N3CC(C)OC(C)C3)n2)cc1OC (stereo unspecified) | 0.22 | -5 | 0 | x | -0.6 | 6.1 | 3.0 | x | 0 | -0.19 | 9.3 | i | 0.21 | 1125 | i | 7% | -0.0028 | 6% |
| Cn1c(=O)c2cc3c(nc2n(C)c1=O)CC(c1ccccc1)CC3=O (stereo unspecified) | 0.11 | x | x | 1433 | -0.8 | x | x | -0.11 | x | -0.26 | x | i | -0.38 | 1295 | x | x | 0.74 | x |
| CSCCC(NS(=O)(=O)/C=C/c1ccccc1)C(=O)N1CCC(C)CC1 (stereo unspecified) | -0.13 | 10 | -10 | x | x | 2.6 | 2.7 | x | -2 | -0.2 | 11 | x | 0.38 | x | i | x | -0.49 | x |
| CCN(CCO)C(=S)Nc1cc(S(=O)(=O)N(C)C)ccc1C | 1 | -10 | -5 | 1174 | -2.6 | 3.2 | 3.8 | 0.27 | -8 | -0.26 | 3.2 | i | -1.4 | 1089 | i | 4% | 1 | 5% |
| COc1cccc(C2C(=O)N(C3CCCCC3)CC(=O)N2Cc2ccc(F)cc2)c1 (stereo unspecified) | 0.25 | 4 | -39 | 880 | x | 2.0 | 1.9 | 1.1 | -1 | -0.03 | 8.4 | i | -0.074 | x | i | -1% | -0.22 | 4% |
| Cc1cccc(C)c1NC(=O)CSCC(=O)c1ccc(O)c(O)c1 | -0.33 | 12 | 5 | 1545 | 4.9 | 2.4 | 5.1 | 0.05 | 2 | -0.17 | 3.3 | i | 1.2 | 1415 | i | -4% | -0.62 | 24% |
| COC(=O)c1c(C)oc2ccc(N(C(=O)c3ccncc3)S(=O)(=O)c3ccc(C)cc3C)cc12 | -0.58 | 36 | -16 | 692 | -0.4 | 14* | 19* | -1.2 | -3 | -0.28 | 40* | i | 0.051 | 939 | i | 20% | -0.53 | 22% |
| COc1ccc(Cn2nnnc2C(c2ccc(N(C)C)cc2)N2CCC(C(N)=O)CC2)cc1 (stereo unspecified) | -0.32 | -6 | 9 | 1497 | 1.2 | 4.3 | 2.8 | -0.13 | 6 | 0.17 | 3.1 | i | 0.47 | 1495 | i | -2% | -0.75 | -1% |
| Cc1ccccc1N1C(=O)C(Cc2ccc(F)cc2)S/C1=C(\C#N)C(N)=O (stereo unspecified) | -0.36 | x | x | 1468 | -0.3 | x | x | 0.55 | x | -0.21 | x | i | 0.26 | 1371 | x | x | -0.21 | x |
| COCCn1c(-c2ccc(Cl)cc2Cl)nc2c(c(=O)c3ccccc3n2C)c1=O | 0.28 | 2 | -12 | 1088 | -2.3 | 4.4 | 3.3 | -0.36 | -12* | -0.26 | 11 | i | -0.89 | 884 | + | -5% | 0.86 | 4% |
| Cc1sc2ncnc(NCC(C)(C)N3CCOCC3)c2c1C | 0.37 | 0 | 3 | x | -2.9 | 2.7 | 1.7 | u | 5 | 0.0032 | 5.8 | i | -0.17 | 1220 | i | -4% | 0.024 | -2% |
| N#CCC1c2ccccc2CCN1C(=O)Nc1ccc(Cl)cc1 (stereo unspecified) | -0.37 | 4 | -8 | 1860 | 0.8 | 1.1 | 1.9 | -0.5 | 0 | -0.22 | 5.8 | i | 0.31 | 1127 | i | 13% | 0.41 | 10% |
| Nc1n[nH]c(=S)n1-c1ccc(Cl)cc1 | -0.011 | x | x | 1398 | -2.7 | x | x | 0.07 | x | -0.2 | x | i | 0.52 | 1146 | x | x | 0.018 | x |
| CC(=O)NC1CC(C)(C)N(OC(C)=O)C(C)(C)C1 | -0.19 | 1 | 12 | 1151 | x | 2.7 | 2.3 | 0.89 | -7 | -0.23 | 5.4 | i | 0.19 | x | i | 0% | -0.093 | 0% |
| CCN(CC)C(=O)c1ccc(C)c(Br)c1 | 0.46 | 12 | -3 | x | -0.6 | 3.9 | 1.7 | x | -2 | -0.24 | 8.5 | i | 0.41 | 1038 | i | 3% | 1.2 | 8% |
| Cn1c(SCC(=O)Nc2cc(Cl)cc(Cl)c2)nnc1-c1ccc2nonc2c1 | 0.61 | x | x | 928 | 0.3 | x | x | 0.55 | x | -0.23 | x | i | 0.14 | 1349 | x | x | 0.27 | x |
| CCOC(=O)c1cc(CC)sc1NC(=O)c1ccc2c(c1)OCCO2 | -0.36 | 4 | -6 | 1388 | 0.6 | 2.2 | 1.0 | -0.48 | 7 | -0.33 | 4.8 | i | 1 | 1284 | i | 14% | -0.35 | 18% |
| COc1ccc(OC)c(S(=O)(=O)N(C)CC(=O)N2CCN(c3ccccc3)CC2)c1 | -0.57 | 0 | 7 | 948 | -3.1 | 1.6 | 2.0 | 0.66 | 0 | -0.22 | 11 | i | 0.38 | 1173 | i | -2% | -0.98 | 6% |
| CCC(C)Nc1nc(-c2ccc3c(c2)NC(=O)CO3)cs1 (stereo unspecified) | -0.22 | 24 | 9 | 1084 | -3.3 | 3.5 | 1.9 | -1 | 1 | -0.27 | 7.4 | i | 0.28 | 931 | i | 1% | -0.16 | 6% |
| Fc1cccc(F)c1-n1c(CN2CCCC2)csc1=S | 0.31 | 2 | -1 | 1293 | -1.9 | 4.7 | 3.8 | 0.07 | -3 | -0.13 | 6.7 | i | 0.86 | 1095 | i | 8% | 0.11 | 2% |
| COc1cccc(CNc2ccc3c(c2)CCC3)c1 | -0.096 | -2 | -4 | 730 | x | 1.2 | 2.3 | 2.3 | -8 | 0.13 | 7.5 | i | 0.77 | x | i | -58% | 0.053 | -23% |
| c1ccc2[nH]c(N3CCOCC3)nc2c1 | 1.6 | -2 | 21 | 1084 | -3.0 | 3.3 | 1.2 | 0.19 | -7 | -0.14 | 1.7 | i | -0.9 | 888 | i | -3% | 2.1 | -5% |
| CCOC(=O)C1CCN(c2c(NCc3ccc(C(=O)N(C)Cc4ccccc4)cc3)c(=O)c2=O)CC1 | -0.51 | -5 | 21 | 1171 | 0.6 | 2.1 | 2.3 | 0.56 | -8 | -0.24 | 10 | i | 0.56 | 1095 | i | -6% | -0.48 | -5% |
| Cc1nc(N2CCC(C)CC2)c(C#N)c(C)c1[N+](=O)[O-] | 0.16 | -8 | -19 | x | 0.5 | 2.3 | 1.7 | x | -6 | -0.31 | 0.8 | i | 0.57 | 1562 | i | x | 0.43 | x |
| COc1ccccc1OCCSc1nnnn1C1CCCCC1 | -0.53 | -6 | 2 | x | x | 3.3 | 2.1 | x | 0 | -0.28 | 3.9 | i | 0.81 | x | i | x | -0.84 | x |
| CCCn1c(-c2ccc(F)cc2)cnc1SCC(=O)O | 0.1 | 9 | 21 | 1816 | -0.8 | 2.0 | 1.7 | 0.42 | 2 | -0.26 | 3.6 | i | 0.59 | 1011 | i | -2% | -0.18 | -3% |
| Cc1n[nH]c(=O)nc1NCc1ccccc1 | 1.1 | 4 | -5 | 1170 | -7.1 | 4.5 | 1.7 | 0.1 | 11 | -0.19 | 2.6 | i | -1.2 | 1022 | i | -1% | 0.82 | -2% |
| O=c1[nH]n2c(=O)c3c([nH]c2c1N=Nc1ccccc1)CCC3 | -0.61 | -7 | 14 | 1405 | 3.6 | 1.2 | 2.3 | -0.02 | 3 | -0.29 | 8.5 | i | 1.1 | 533 | i | -2% | -0.87 | -9% |
| O=C(Nc1ccccc1N1CCOCC1)c1cccc(F)c1 | -0.16 | 76* | 25* | 1407 | -2.6 | 3.6 | 3.4 | -0.43 | -6 | -0.2 | 4.9 | x | 0.29 | 1090 | i | -7% | -0.4 | -8% |
| CCOC(=O)N1C2=NC(C(=O)OC)=C(C(=O)OC)[C@@H]3N(C)c4ccccc4[C@]23C[C@H]1C(=O)OC | 0.23 | x | x | 759 | -0.6 | x | x | 1.2 | x | -0.81 | x | i | 0.42 | 1112 | x | x | -0.11 | x |
| Cc1nnc2n1N=C(c1ccc3c(c1)NC(=O)CO3)CS2 | -0.018 | x | x | 1377 | -0.7 | x | x | 0.96 | x | -0.24 | x | i | 0.38 | 1296 | x | x | 0.015 | x |

Compound activity deposited in PubChem by several laboratories.
